TLR9-MyD88 inh – inhibitors of TLR9-MyD88 association in cells, primary screen, cell-based, CHO, BLA complementation, fluorescence | CCF4 FRET ratio | 0.21% of 340,000 active | Toll-like receptor 9 (Homo sapiens) + Myeloid differentiation primary response protein … | inhibition, % at 4.98 µM;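 active = inhibition above the mean over all tested compounds plus 3 SD, cut at about 21% in these data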;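 also: 0% = DMSO only wells and 100% = clavulanate BLA inhibitor control wells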
Target sequence (Q99836 whole entry, looked up): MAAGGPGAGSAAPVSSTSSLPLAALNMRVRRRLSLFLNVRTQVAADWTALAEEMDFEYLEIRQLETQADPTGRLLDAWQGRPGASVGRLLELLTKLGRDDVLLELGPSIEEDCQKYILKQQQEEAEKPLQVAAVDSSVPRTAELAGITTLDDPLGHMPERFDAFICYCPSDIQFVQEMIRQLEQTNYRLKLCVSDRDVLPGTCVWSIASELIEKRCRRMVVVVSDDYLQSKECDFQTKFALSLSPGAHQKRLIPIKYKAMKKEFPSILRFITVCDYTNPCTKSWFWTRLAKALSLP
Target sequence (Q9NR96 whole entry, looked up): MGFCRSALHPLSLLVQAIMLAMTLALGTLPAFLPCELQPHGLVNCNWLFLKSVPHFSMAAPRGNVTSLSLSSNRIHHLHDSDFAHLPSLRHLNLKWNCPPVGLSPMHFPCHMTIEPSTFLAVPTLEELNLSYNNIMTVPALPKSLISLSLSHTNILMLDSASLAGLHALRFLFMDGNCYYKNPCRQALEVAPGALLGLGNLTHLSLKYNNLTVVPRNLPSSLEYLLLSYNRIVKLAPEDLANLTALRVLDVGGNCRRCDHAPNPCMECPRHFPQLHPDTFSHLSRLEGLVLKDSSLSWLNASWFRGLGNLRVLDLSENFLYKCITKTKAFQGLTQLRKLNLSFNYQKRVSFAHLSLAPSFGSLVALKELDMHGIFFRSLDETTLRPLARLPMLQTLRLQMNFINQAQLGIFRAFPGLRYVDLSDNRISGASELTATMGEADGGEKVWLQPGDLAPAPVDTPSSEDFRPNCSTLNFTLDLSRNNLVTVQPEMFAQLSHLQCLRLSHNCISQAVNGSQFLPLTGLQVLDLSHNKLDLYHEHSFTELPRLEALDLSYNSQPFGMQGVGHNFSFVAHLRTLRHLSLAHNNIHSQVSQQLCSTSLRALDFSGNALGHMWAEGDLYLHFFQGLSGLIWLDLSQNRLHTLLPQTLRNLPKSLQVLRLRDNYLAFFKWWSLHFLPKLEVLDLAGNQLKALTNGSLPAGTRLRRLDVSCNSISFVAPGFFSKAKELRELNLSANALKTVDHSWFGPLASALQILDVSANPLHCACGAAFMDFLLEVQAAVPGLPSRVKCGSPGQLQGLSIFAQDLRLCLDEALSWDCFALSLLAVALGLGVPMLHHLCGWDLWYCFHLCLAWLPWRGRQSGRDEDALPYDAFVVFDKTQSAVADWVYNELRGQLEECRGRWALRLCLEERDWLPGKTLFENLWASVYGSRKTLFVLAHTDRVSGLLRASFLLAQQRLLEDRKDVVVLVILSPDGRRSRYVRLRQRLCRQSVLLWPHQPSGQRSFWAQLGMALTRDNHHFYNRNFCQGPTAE
H9c2 protect – cardioprotection against H2O2-induced cell death, primary screen, uHTS, H9c2 cells, ATPLite luminescence. H9c2 cardiomyocytes, H2O2 injury protection, 2 h. protection from H2O2 cell death, % at 20 µM. 0.63% of 360,000 active. AID 588492, 2011;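 active = compounds giving at least 50% protection of heart cells from peroxide-induced death in the single-dose screen, raw or plate-pattern-corrected value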;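 also: 0% = DMSO wells with peroxide and 100% = DMSO wells without peroxide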
MC4R ag barr – MC4R agonists recruiting beta-arrestin, primary screen, cell-based, luminescence, agonist arm of biased-ligand search | Melanocortin receptor 4 (Homo sapiens), P32245 | U2OS MC4R beta-arrestin complementation; percent of melanotan II response, DMSO zero | activation, % at 8.9 µM | 0.98% of 360,000 active | AID 540308, 2011;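 active = activation above a per-plate cutoff, the mean activation of sample wells on that plate plus 3 SD, cut at about 8% in these data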
N-glyco inh – increase of ERlucT glycosylation luciferase signal, primary screen, N-linked glycosylation inhibitor project, D54 ERlucT cells, luminescence, set 2. D54 ERlucT glycosylation luciferase reporter, 24 h; percent of 100 nM tunicamycin response. reporter increase, % at 12.5 µM. 0.23% of 360,000 active;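 active = mean luciferase reporter signal, scaled so untreated is 0 and the glycosylation-blocking control 100, at or above a set limit in every replicate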;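 also: luciferase carries N-glycosylation sites so blocking glycosylation raises the light; 0% = median of neutral control wells and 100% = median of 100 nM tunicamycin wells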
NCOA2 inhibitor – inhibition of GAL4-SRC2 driven luciferase reporter, primary screen, SRC2 inhibitor project, cell-based, luminescence | Nuclear receptor coactivator 2 (Homo sapiens), Q15596 | HEK293 GAL4-SRC2 luciferase reporter | inhibition, % at 9 µM | 0.17% of 370,000 active;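 active = inhibition above the mean inhibition of all tested compounds plus 3 SD, set per campaign, cut at about 52% in these data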;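 also: 0% = DMSO treated cells and 100% = cells given Gossypol at 36 µM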
m5-HT2A agonist – mouse Htr2a agonists via beta-arrestin recruitment, primary screen, cell-based, luminescence. CHO-K1 mHTR2A beta-arrestin complementation; percent of 30 µM serotonin response. activation, % at 7.6 µM. 0.66% of 360,000 active;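 active = activation above a run cutoff, the mean activation of all tested compounds plus 3 SD, cut at about 14% in these data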;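 also: 0% = plate median of compound wells and 100% = 30 µM serotonin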
ABCB6 inh MLPCN – ABCB6 transporter inhibitors, primary screen, K562-ABCB6 cells, flow cytometry, MLPCN library; ATP-binding cassette sub-family B member 6 (Homo sapiens), Q9NP58; K562-ABCB6 porphyrin accumulation, 1 h; hits give low values; fluorescence ratio to DMSO, % at 10 µM; 0.19% of 360,000 active;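 active = fluorescence ratio to DMSO below 75%, the collection mean minus 3 SD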;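 also: signal is porphyrin accumulated inside mitochondria; 100% equals median channel fluorescence of DMSO control wells; lower ratio means ABCB6 inhibition with less porphyrin fluorescence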
ABHD5 PLIN5 PPI – ABHD5-PLIN5 interaction inhibitors, primary screen, cell lysate, split luciferase complementation, luminescence; Split G. princeps luciferase complementation, 4 h; inhibition, % at 4 µM; 0.78% of 360,000 active; Perilipin-5 (Homo sapiens) + 1-acylglycerol-3-phosphate O-acyltransferase ABHD5 (Homo …;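 active = inhibition above the mean inhibition across every tested compound plus 3 SD, cut at about 22% in these data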;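 also: 0% = DMSO only wells and the 100% control is not disclosed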
NOD2-RIPK2 inh – NOD2-RIPK2 binding disruptors in cells, primary screen, fluorescence, CHO cells, BLA complementation. Receptor-interacting serine/threonine-protein kinase 2 (Homo sapiens), O43353. CCF4 ratio. inhibition, % at 4.98 µM. 0.38% of 360,000 active. AID 624267, 2012; in the data active = inhibition above about 21%;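 also: 0% = vehicle only and 100% = reference blocker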
MC4R antag cAMP – MC4R antagonists of cAMP signaling, primary screen, cell-based, TR-FRET, antagonist arm of biased-ligand search | MC4R-expressing cells, MTII-stimulated cAMP, LANCE TR-FRET | 0.48% of 360,000 active | inhibition, % at 6.5 µM;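 active = inhibition above its plate's cutoff, the mean of tested wells on that plate plus 3 SD, cut at about 29% in these data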;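 also: 0% = Melanotan II alone and 100% = Melanotan II plus saturating MCL0020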
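System: U2OS cells stably expressing human melanocortin 4 receptor (MC4R). Reagent: Melanotan II challenge after compound preincubation. Doses: 6.5 µM. Times: 30-min compound, 1-h challenge, 1-h detection, room temperature. Measured by: TR-FRET with Eu-cAMP and labeled anti-cAMP, 671 nm. Replicates: singlicate.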
* hit, by the source's call; . = not tested or not shown. A portion of the library (hit frequency here may not be typical).

SMILES	TLR9-MyD88 inh	H9c2 protect	MC4R ag barr	N-glyco inh	NCOA2 inhibitor	m5-HT2A agonist	ABCB6 inh MLPCN	ABHD5 PLIN5 PPI	NOD2-RIPK2 inh	MC4R antag cAMP
C#CCN(C[C@@H]1[C@@H](OC(=O)NC2CCCC2)[C@@H](OC(=O)NC2CCCC2)Cn2c(=O)ccc(=O)n21)S(=O)(=O)c1ccc(C)cc1	7	7	-1.4	-20	-30	4	99	38*	10	21
CCOc1ccc(C(=O)N/N=C/c2cc([N+](=O)[O-])cs2)cc1	1	3	0.9	1	-22	1	100	13	-4	0
CC(C)n1nccc1N(Cc1ccc(Cl)cc1)S(=O)(=O)c1ccccc1	-4	-3	-4.5	-8	6	-4	105	3	-4	7
O=C(c1cc(S(=O)(=O)N2CCOCC2)ccc1Cl)N1CCCCC1CO (stereo not given)	-2	2	-0.1	8	-30	-2	97	2	6	-1
CCN(CC)S(=O)(=O)c1ccc2oc(SCC(=O)Nc3cc(C)on3)nc2c1	10	18	-1.9	2	16	-15	94	-4	3	2
Cc1ccc(-c2nc3ccc([N+](=O)[O-])cc3[nH]2)cc1	7	-33	-4.5	-15	-39	-4	85	6	-2	9
CCCN(CCC)C(=O)Cc1ccc(F)cc1	7	28	1.1	2	-10	8	97	0	-11	0
CC(C)CN(CCNC(=O)c1cn(C)c2ccc(S(=O)(=O)N3CCCC3)cc2c1=O)CC(C)C	-8	-3	2.7	0	-9	-1	105	4	-7	11
COc1ccc(-c2nc(-c3cccs3)c(-c3cccs3)[nH]2)cc1OC	-4	9	0.7	5	11	3	114	6	-4	2
CCOc1ccc(CCNC(=O)C2CCN(S(=O)(=O)N3CCCCC3)CC2)cc1OCC	-12	3	-0.5	1	6	0	103	-1	-4	5
COc1ccccc1OCc1nc2ccccc2[nH]1	1	2	-1.4	-4	-65	-1	99	7	-5	-3
CCN1CCN(Cc2ccc(NC(=O)c3cc(NC(=O)c4nccnc4N)cc(OC)c3)cc2C(F)(F)F)CC1	4	-11	0.5	-8	14	-6	94	13	1	-1
CCOC(=O)c1c(NC(=O)COC(=O)c2cccnc2OCC)sc(C(=O)N(CC)CC)c1C	-2	-4	-1.1	-1	17	0	95	3	-5	-31
Cc1ccc(C(=O)N/C(=C/c2cccnc2)C(=O)NCc2ccco2)cc1	-10	4	-1.5	-1	5	1	99	-1	-3	1
CC1(C)SC(=S)N(/N=C/c2cccnc2)C1N(O)C(=O)Nc1ccccc1 (stereo not given)	-9	0	-0.6	0	-5	12	99	-8	-2	0
COc1ccc(C(CNC(=O)c2ccc(-c3ccccc3)cc2)N(C)C)cc1OC (stereo not given)	5	10	0.1	-1	7	-14	92	-1	5	-1
CN(C)c1ccc(N/C(=N\S(=O)(=O)c2cccs2)c2ccccc2)cc1	-2	-5	-1.5	-3	-3	-11	104	0	-5	-2
O=C(CSc1nnc(-c2ccncc2)n1-c1ccccc1)Nc1ccc(C(=O)O)cc1	.	-4	1.3	-1	2	4	98	3	-1	-14
CN(C)CCNc1ncnc2c1ncn2[C@H]1CN(C)C[C@@H](CO)O1	.	1	-1.4	4	-21	-9	95	-7	-4	-1
CCN(CC)C(=O)c1cn(-c2cccc(OC)c2)c(=O)c2ccccc12	-2	5	-0.7	2	-2	9	97	-4	-7	3
COc1ccc(C(=O)N2CCN(S(=O)(=O)c3ccccc3)CC2)c(OC)c1	3	11	0.7	-1	-10	6	98	2	-11	3
COc1cccc(-n2nnnc2SCC(=O)Nc2ccc(C(C)=O)cc2)c1	3	-15	-1.2	-2	25	-5	94	0	-13	4
CCOC(=O)N1CCN(S(=O)(=O)c2ccc3c(c2)OCC(=O)N3)CC1	-3	-4	-0.4	1	-2	1	95	-2	2	5
CCOC(=O)c1ccc(NC(=O)c2c(C)[nH]c(C(=O)OCC)c2C)cc1	-7	3	-0.8	3	-13	0	100	-8	5	1
CC(=O)N/C(=C\c1ccccc1)C(=O)OC(C)C(=O)Nc1ccccc1F (stereo not given)	-11	2	-1.9	1	21	0	93	0	7	0

In a second layout: two of the compounds above
Every second line gives: TLR9-MyD88 inh, H9c2 protect, MC4R ag barr, N-glyco inh, NCOA2 inhibitor, m5-HT2A agonist, ABCB6 inh MLPCN, ABHD5 PLIN5 PPI, NOD2-RIPK2 inh, MC4R antag cAMP
COc1ccc(-c2nc(-c3cccs3)c(-c3cccs3)[nH]2)cc1OC
→ -4, 9, 0.7, 5, 11, 3, 114, 6, -4, 2
CCN1CCN(Cc2ccc(NC(=O)c3cc(NC(=O)c4nccnc4N)cc(OC)c3)cc2C(F)(F)F)CC1
→ 4, -11, 0.5, -8, 14, -6, 94, 13, 1, -1

The results go on.
SMILES	TLR9-MyD88 inh	H9c2 protect	MC4R ag barr	N-glyco inh	NCOA2 inhibitor	m5-HT2A agonist	ABCB6 inh MLPCN	ABHD5 PLIN5 PPI	NOD2-RIPK2 inh	MC4R antag cAMP
C#CCOCCOCCOCCNc1nc(N2CCN(C(=O)CCCCCCCCCCNC(=O)Cn3cc(CCCCCN)nn3)CC2)nc(N2CCN(C(=O)CCCCCCCCCCNC(=O)[C@H](CO)n3cc(CCCSC)nn3)CC2)n1	-6	15	-2.6	1	.	1	96	44*	3	6
CNc1ncnc(Sc2nc(N)nc3nc[nH]c23)c1[N+](=O)[O-]	2	-2	-1.0	18	16	2	101	12	2	5
CCN1C(=C(C#N)C#N)C=Cc2cc(C)ccc21	10	2	2.0	-2	-29	3	99	3	3	-1
Cc1cc(Cl)ccc1OCCCC(=O)Nc1cccnc1	7	-25	-2.2	1	9	0	85	-5	10	-1
CNC(=O)c1ccc(=O)n(Cc2cccc(C(F)(F)F)c2)c1	2	4	0.3	4	-1	0	100	-1	3	12
COc1ccc(S(=O)(=O)NCC2CCCN(C(=O)C=C(C)C)C2)cc1 (stereo not given)	-4	2	-2.8	0	4	0	102	4	-14	-2
CSc1ccc(/C=C(/NC(=O)c2ccco2)C(=O)N2CCCCC2)cc1	-6	1	-3.1	-4	21	13	105	-9	-2	11
Clc1ccc(NC2=NCCCCC2)cc1	9	7	-1.8	-1	-13	-4	101	-4	4	-2
CCCC(C(=O)OCCN(CC)CC)(c1ccccc1)c1ccccc1	-7	-5	6.2	-6	-22	-8	99	6	-6	11
Cc1ccc(-n2c(=O)c3c(C)c(C)sc3n(Cc3cc(=O)n4ccccc4n3)c2=O)cc1C	-9	1	-1.7	-4	-5	-4	84	-1	3	7
CC(C)OCCCNS(=O)(=O)c1ccc2c(c1)oc(=O)n2C	6	5	0.7	3	-15	1	97	10	12	10
CC(Oc1ccccc1)C(=O)Nc1nnc(S(=O)(=O)N2CCCCC2)s1 (stereo not given)	-7	2	1.4	-2	10	1	96	8	-3	16
CC(C)(C)CN1CCNC(=O)C1CC(=O)NCCc1cnn(-c2ccccc2)c1 (stereo not given)	-6	2	-1.9	-1	-34	-4	101	4	-6	0
COc1ccc(-c2csc(NC(=O)c3c(OC)cccc3OC)n2)cc1	0	-9	0.1	1	-3	0	92	-4	-2	16
N#C/C(C(=O)N1CCOCC1)=C1\Nc2ccccc2S1	8	3	-3.3	3	-23	1	103	-1	4	-2
COc1ccccc1NC(=O)C(C)OC(=O)c1ccc(-n2cnnn2)cc1 (stereo not given)	-5	4	2.9	0	-22	-10	106	13	2	4
CCCN1CCN(C(=O)CCS(=O)(=O)c2cc3c(cc2Cl)NC(=O)CO3)CC1	2	6	-0.7	0	-1	2	97	-4	-18	-38
Fc1ccccc1CSCc1nc2ccccc2[nH]1	-2	5	-0.8	-1	-55	-3	101	-2	2	5
Cn1cc(S(=O)(=O)N2CCCC2)cc1C(=O)O	9	5	-3.7	2	-7	-10	94	-5	6	1
COCC(=O)Nc1ccc2c(c1)OCO2	-6	3	-2.4	1	-12	4	94	-2	1	1
Cc1cc(C)cc(OCC(=O)NNC(=O)C2CCCO2)c1 (stereo not given)	4	0	-1.3	6	-11	3	102	-4	5	2
Cc1c(NC(=O)CN2CCN(c3cccc(Cl)c3)CC2)c(=O)n(-c2ccccc2)n1C	7	2	-0.7	1	-1	1	92	-2	14	1
Brc1ccc(Oc2ncc(CN3CCOCC3)s2)cc1	-3	2	-0.5	2	-38	1	97	4	-5	0
CCOc1ccc(NC(=O)c2ccccc2NC(=O)CNC2CCCC(C)C2C)cc1 (stereo not given)	4	-4	2.5	-10	-1	-3	95	0	-14	3
CC(C)COc1ccc(C(=O)OCC(=O)N(C)CC(=O)Nc2ccc(F)cc2)cc1	-7	-10	6.8	1	-43	-9	97	-8	3	-1
CC(=O)N1CCC(N(CCN2CCOCC2)C(=S)Nc2cc(C)ccc2C)CC1	-1	-6	-1.3	2	18	-2	97	-5	-2	7
CN(CC(=O)Nc1cccc(F)c1)C(=O)CCN1C(=O)C2CC=CCC2C1=O (stereo not given)	-10	4	1.0	2	12	-1	97	0	-15	0

In the list so far, these have fluorine:
SMILES	TLR9-MyD88 inh	H9c2 protect	MC4R ag barr	N-glyco inh	NCOA2 inhibitor	m5-HT2A agonist	ABCB6 inh MLPCN	ABHD5 PLIN5 PPI	NOD2-RIPK2 inh	MC4R antag cAMP
CCCN(CCC)C(=O)Cc1ccc(F)cc1	7	28	1.1	2	-10	8	97	0	-11	0
CCN1CCN(Cc2ccc(NC(=O)c3cc(NC(=O)c4nccnc4N)cc(OC)c3)cc2C(F)(F)F)CC1	4	-11	0.5	-8	14	-6	94	13	1	-1
CC(=O)N/C(=C\c1ccccc1)C(=O)OC(C)C(=O)Nc1ccccc1F (stereo not given)	-11	2	-1.9	1	21	0	93	0	7	0
CNC(=O)c1ccc(=O)n(Cc2cccc(C(F)(F)F)c2)c1	2	4	0.3	4	-1	0	100	-1	3	12
Fc1ccccc1CSCc1nc2ccccc2[nH]1	-2	5	-0.8	-1	-55	-3	101	-2	2	5
CC(C)COc1ccc(C(=O)OCC(=O)N(C)CC(=O)Nc2ccc(F)cc2)cc1	-7	-10	6.8	1	-43	-9	97	-8	3	-1
CN(CC(=O)Nc1cccc(F)c1)C(=O)CCN1C(=O)C2CC=CCC2C1=O (stereo not given)	-10	4	1.0	2	12	-1	97	0	-15	0
